Hsp70 inhibitors: small molecules displacing fluorescent ligand from Hsp70 – biochemical, fluorescence polarization, primary screen (AID 583); displacement, % at 20 µM; hits with a dose series show IC50 in µM; Hsp70 fluorescence polarization probe displacement, mP; higher % means a stronger effect; 0.06% of 140,000 active; in the data active means displacement above about 50%;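 further: plate controls were vehicle for no effect and reference ligand for full effect; a part of the inactive calls stands beside numbers as strong as those of hits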
Rat MKP-3 inhibitors: MKP-3 phosphatase inhibitors, primary screen, biochemical, rat enzyme, in vitro (AID 425); recombinant MKP-3 phosphatase activity, fluorescence; higher % means a stronger effect; inhibition, % at 20 µM, or IC50 in µM where a hit was titrated; 0.17% of 110,000 active; in the data active means inhibition above about 50%;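 further: plate controls were vehicle for no effect and reference inhibitor for full effect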
* marks the source's active call; other numbers are inactive results; / = not tested or not shown; & = joins results of further samples. A portion of the library (hit frequency here may not be typical).

Hsp70 inhibitors | Rat MKP-3 inhibitors | canonical_smiles
-2.2% | -4.2% | CN(C)C(CNC(=O)NC1CCCCC1)c1cccnc1 (configuration not stated)
-19.7% | 0.8% | Cc1cc(C(=O)/C=C/c2ccc(N(C)C)cc2)ccc1[N+](=O)[O-]
1.1% | 3.4% | COC(=O)c1cc(-c2ccccc2)n(-c2ccccc2)n1
1.3% | -5.4% | Cc1nc2nc(-c3cccnc3)[nH]n2c(=O)c1Cc1ccccc1
3.4% | -5.2% | CCOC(=O)N1CCN(C(=O)c2ccc(N3C(=O)c4ccccc4C3=O)cc2)CC1
-3.0% | -1.0% | CC(=O)Nc1ccc(/C=C(/C#N)C(=O)N/N=C/c2ccc(NC(C)=O)cc2)cc1
1.7% | 4.5% | CCc1nc(-c2ccc(-c3ccc(OC)cc3)nc2OC)no1
5.9% | / | CCC(C)NC(=O)c1cc(C)no1 (configuration not stated)
-3.2% | -1.6% | CCOC(=O)N1CCC(Nc2c(NCCCN(CC)c3cccc(C)c3)c(=O)c2=O)CC1
0.2% | -1.6% | COC(=O)CSc1nc(-c2ccccc2)cc(-c2ccco2)c1C#N
-5.5% | / | COc1cc(OC)cc(-c2cc3nc(C4CCN(C(=O)OC(C)(C)C)CC4)cc(=O)n3[nH]2)c1
1.2% | 2.7% | CN(C)/C=C/c1c(C#N)c(=O)ncn1Cc1ccccc1
7.2% | / | CCCS(=O)(=O)c1c(S(=O)(=O)CCC)c2c(N)cccn2c1C(=O)c1ccccc1
6.2% | -3.9% | CC(=O)NC(C)C(=O)OCc1ccc(Cl)cc1Cl (configuration not stated)
1.2% | 2.8% | Cc1c(NC(=O)c2nn3c(c2Cl)NC(c2ccc(Cl)cc2)CC3C(F)(F)F)c(=O)n(-c2ccccc2)n1C (configuration not stated)
0.0% | -2.2% | CC(C)c1cc(C=O)cc(C(C)C)c1O
-0.6% | 10.9% | COc1ccccc1-n1nc(C(=O)NCc2ccco2)c2ccccc2c1=O
-2.1% | / | CCOC(=O)C1=C(C)OC(N)=C(C#N)C1c1cc(C)sc1C (configuration not stated)
-0.3% | -3.5% | Cc1cc(NC(=O)c2ccc(-c3cccc(Cl)c3)o2)ccc1NC(=O)c1ccco1
-2.1% | -5.1% | CCOC(=O)c1cnc2nc(COc3ccccc3)[nH]n2c1=O
-3.2% | -4.7% | COC(=O)C1=C(C)NC(=O)NC1c1ccccc1 (configuration not stated)
0.4% | -13.7% | Cc1cc(C)c2nc(-c3ccccn3)cc(C(=O)NCc3ccco3)c2c1
-2.7% | 1.5% | Cc1ccc(OCC(=O)N2CCCCCC2)c(C)c1
0.9% | -5.1% | O=c1c2ccccc2nc2n1CCN2
-0.6% | -7.2% | CCNC(=O)C1CC(=O)N(Cc2ccc3c(c2)OCO3)C(=Nc2ccc(F)cc2)S1 (configuration not stated)
-5.2% | -5.0% | Cc1cc(C)nc(/N=C(/N)Nc2ccccc2C(F)(F)F)n1
1.7% | -11.6% | FC(F)(F)c1cnc(Nc2ccc(N3CCOCC3)cc2)c(Cl)c1
-0.1% | 1.4% | NS(=O)(=O)c1ccc(CCNC(=O)c2cccc(C#CC3(O)CCCCC3)c2)cc1
6.0% | 7.5% | Cn1c(C(=O)O)c(CC(=O)Nc2ccc(F)cc2F)c2ccccc21
-101.1% | -0.4% | COc1cc(/C=C(\C#N)c2nc3ccccc3[nH]2)c(Br)cc1O

Pulled by compound from the list above (seven):
Hsp70 inhibitors | Rat MKP-3 inhibitors | canonical_smiles
5.9% | / | CCC(C)NC(=O)c1cc(C)no1 (configuration not stated)
1.2% | 2.7% | CN(C)/C=C/c1c(C#N)c(=O)ncn1Cc1ccccc1
6.0% | 7.5% | Cn1c(C(=O)O)c(CC(=O)Nc2ccc(F)cc2F)c2ccccc21
-3.0% | -1.0% | CC(=O)Nc1ccc(/C=C(/C#N)C(=O)N/N=C/c2ccc(NC(C)=O)cc2)cc1
-5.5% | / | COc1cc(OC)cc(-c2cc3nc(C4CCN(C(=O)OC(C)(C)C)CC4)cc(=O)n3[nH]2)c1
0.0% | -2.2% | CC(C)c1cc(C=O)cc(C(C)C)c1O
-0.3% | -3.5% | Cc1cc(NC(=O)c2ccc(-c3cccc(Cl)c3)o2)ccc1NC(=O)c1ccco1

(list continues)
Hsp70 inhibitors | Rat MKP-3 inhibitors | canonical_smiles
-1.4% | -10.1% | O=C(CSc1nnc(CNc2ccc(F)cc2)n1Cc1ccco1)N1CCCC1
-6.5% | / | CCCCCc1nnc(N)s1
-2.2% | -0.6% | COCCNc1nc2c(c(=O)n(C)c(=O)n2C)n1Cc1cccc(C(F)(F)F)c1
2.0% | 6.4% | OCc1nc2ccccc2n1CC(O)COc1ccccc1 (configuration not stated)
-1.0% | / | CCN(CC)C(=O)CSc1nc(N)c(C#N)c(-c2cccs2)c1C#N
1.8% | 1.3% | CC1=NN(c2cccc(C(F)(F)F)c2)C(=O)/C1=C/c1cccs1
0.7% | / | c1coc(-c2nc3c([nH]2)CCc2nonc2-3)c1
-3.4% | -8.0% | CC(C)NC(=O)CN(C)S(=O)(=O)c1ccc(F)cc1
-2.1% | 0.1% | CN(C)Cc1cc(C(C)(C)c2cc(CN(C)C)c(O)c(CN(C)C)c2)cc(CN(C)C)c1O
0.3% | / | COc1ccc(-c2noc(CCC(=O)N3CCC(C)CC3)n2)cc1
-0.5% | -7.3% | O=C(NCc1ccccn1)c1cc(-c2ccccc2)on1
-10.9% | 5.2% | O=c1[nH]c(=O)n(Cc2ccc(F)cc2)c(O)c1/C=C1\C=Nc2ccccc21
1.2% | -4.0% | O=C(CCc1ccccc1)Nc1sc2c(c1C(=O)O)CCCC2
-2.0% | 3.3% | Cc1ccc(C)c(C(O)(c2ccccc2)c2cnc(C(C)C)n2C)c1 (configuration not stated)
-0.5% | / | COc1ccccc1C1(O)CCN(C(=O)c2cccs2)CC1
6.8% | / | Cc1cccc(NC(=S)N(CCN(C)C)C(C)c2ccccn2)c1 (configuration not stated)
-6.2% | 2.9% | CC(C)COc1ccc(C(=O)Nc2ccc(N3CCOCC3)cc2)cc1
-0.8% | -0.6% | CC1=C(C(=O)OCC2CCCO2)C(c2ccc(C)o2)C2=C(CC(c3ccc(N(C)C)cc3)CC2=O)N1 (configuration not stated)
3.9% | 5.0% | Cc1cc(C)cc(NC(=O)COc2cccc(Cl)c2)c1
-0.9% | -0.8% | CSc1ccc(/C=N\NC(=O)c2cnccn2)cc1
1.9% | 2.9% | N#Cc1c(-c2ccc([N+](=O)[O-])cc2)c2c([nH]c1=S)CCCC2
4.2% | 0.3% | CC1=NN(c2cccc(C(=O)O)c2)C(=O)/C1=C\c1ccc(N(C)C)cc1
2.3% | 0.3% | CCOc1ccc(Nc2cc(C)c3ccccc3n2)cc1
2.5% | -18.4% | NC(=O)CN1C(=O)C2CCCCN2C(=O)c2ccccc21 (configuration not stated)
2.4% | 1.8% | C/C(=N\Nc1ncc(Br)cn1)c1ccc(I)cc1
-4.4% | 0.8% | Cn1c(/C=C/c2ccc(Br)cc2)nc2ccccc2c1=O
-0.6% | -0.9% | O=C(Nc1ccccc1)c1ccc2nc(-c3ccco3)c(-c3ccco3)nc2c1
-1.9% | 4.5% | O=C(CSc1ncc(-c2ccccc2)[nH]1)Nc1ccc(Br)cc1
-2.9% | 4.9% | CCOC(=O)C1CCCN(c2c(NCCCN(CC)c3cccc(C)c3)c(=O)c2=O)C1 (configuration not stated)
3.5% | / | CCOC(=O)CSc1nc2ccccc2c(=O)n1-c1ccc(C(=O)NCCOC)cc1
4.2% | -7.7% | O=C(OCC(O)CN1CCCCC1)C12CC3CC(CC(C3)C1)C2 (configuration not stated)
/ | 1.6% | COC(=O)NCCOC(=O)N(O)c1ccc(Br)cc1
-2.3% | -11.6% | O=C(COc1ccc2c(c1)OCO2)NC12CC3CC(CC(C3)C1)C2
1.4% | -0.8% | O=C(O)C1C2CCC(C2)C1C(=O)Nc1nc(-c2ccc(Br)cc2)cs1 (configuration not stated)
8.2% | -11.8% | Cc1nc2ccc(NC(=O)N3CCCCC3)cc2s1
-4.7% | 2.7% | CCOc1cc(/C=N/n2cnnc2)c(Br)cc1O
12.4% | / | O=C(c1ccc(COc2ccc(F)cc2)o1)n1cc(Br)cn1
-1.1% | 4.0% | COc1ccc(C)cc1NC(=O)CSc1nc(SC)ns1
5.4% | / | O=C(c1cc(=O)[nH]c2ccccc12)N1CCN(S(=O)(=O)c2ccc3ccccc3c2)CC1
1.0% | -8.9% | O=C(CCc1nc2ccccc2c(=O)[nH]1)N1CCN(C/C=C/c2ccccc2)CC1
0.3% | / | CC(C)NCCCOc1ccc(C(C)(C)c2ccccc2)cc1
5.2% | / | COCCn1nnnc1C(c1ccc(C(F)(F)F)cc1)N1CCOCC1 (configuration not stated)
-0.9% | -1.3% | Cc1nc(Nc2ccncc2)c2oc3ccccc3c2n1
1.8% | 2.0% | O=C(O)[C@@H]1CCCC[C@@H]1C(=O)N1CCc2ccccc2C1CN1C(=O)c2ccccc2C1=O (some centres not stated)
-0.6% | / | CCCn1c(N)c(C(c2ccc(OC)cc2)N2CCN(c3ccccc3)CC2)c(=O)[nH]c1=O (configuration not stated)
-0.5% | / | O=C(c1ccc2c(=O)n3c(nc2c1)CCCCC3)N1CCN(Cc2ccccc2)CC1
-20.8% | -6.3% | CCN(CC)C(=O)c1sc2nc(-c3cccs3)cc(-c3cccs3)c2c1N
5.4% | / | O=C(Oc1ccccc1)c1ccc2nsnc2c1
4.7% | -1.2% | O=C1NCC(c2ccccc2)C1C(=O)N/N=C\c1cc([N+](=O)[O-])cc(Br)c1O (configuration not stated)
-4.2% | 5.5% | COc1ccc(C)cc1NC(=O)c1c(Cl)cccc1Cl
0.4% | -1.9% | COc1cc(NC(=O)C(F)(F)F)c(Cl)cc1NC(=O)c1ccccc1
-2.4% | -8.0% | COc1cccc(-c2nc(N3CCN(Cc4ccccc4)CC3)c3ccccc3n2)c1O
-3.5% | 0.0% | C=CCNC(=O)/C(=C/c1cn(-c2ccccc2)nc1-c1cccc([N+](=O)[O-])c1)NC(=O)c1ccccc1
-2.3% | -12.7% | Cc1cc(C)cc(N(CC(=O)NCC2CCCO2)C(=O)CN2C(=O)COc3ccccc32)c1 (configuration not stated)
0.8% | 3.2% | CCn1ccnc1C(O)(c1ccccc1)c1ccccc1
-0.6%&4.1% | -10.0%&0.7% | O=C(CSc1nnnn1-c1ccccc1)CSc1nnnn1-c1ccccc1
-2.2% | -1.6% | CCOc1ccc(/C(O)=C2/C(=O)C(=O)N(CCN(CC)CC)C2c2ccco2)cc1 (configuration not stated)
4.1% | -11.1% | O=C(c1cccc([N+](=O)[O-])c1)c1ccc2c(c1)C(=O)N(c1ccccn1)C2=O
1.1% | -0.4% | CCCOc1ccc(N2C(=O)C3C4C=CC(C4=C(C)C)C3C2=O)cc1 (configuration not stated)
-2.9% | -2.7% | Nc1ccc(Oc2ccc(N)c(N)c2)cc1

Whole records, quoted from the list:
Record of O=C(O)C1C2CCC(C2)C1C(=O)Nc1nc(-c2ccc(Br)cc2)cs1 (configuration not stated) : Hsp70 inhibitors = 1.4%; Rat MKP-3 inhibitors = -0.8%
Record of COCCn1nnnc1C(c1ccc(C(F)(F)F)cc1)N1CCOCC1 (configuration not stated) : Hsp70 inhibitors = 5.2%; Rat MKP-3 inhibitors = /

Continued:
Hsp70 inhibitors | Rat MKP-3 inhibitors | canonical_smiles
2.7% | -6.8% | Cc1ccccc1NC(=O)CN1C(=O)COc2ccc(Cl)cc21
1.3% | 2.0% | CCOC(=O)C1=C(C)N(CCOC)C(=O)/C1=C\c1ccc(O)c(OCC)c1
-198.6% | / | C=CCN1C=CC(=C/C=C(/C#N)C(=O)OCC)C=C1
3.9% | 1.3% | CCOCCOCCN1C(=O)c2ccccc2C1=O
-0.7% | 2.3% | CCOC(=O)c1cc2c(=O)n(C)c3ccccc3c2s1
2.8% | -16.1% | CCc1nc2ccc(C(=O)NCc3ccco3)cc2nc1CC
2.8% | -2.8% | COc1ccc(C(=O)Nc2c(C)cc(C)cc2C)cc1[N+](=O)[O-]
3.7% | 5.8% | O=C(O)C1C2C=CC(O2)C1C(=O)NCc1ccc(Cl)cc1 (configuration not stated)
-2.0% | -2.6% | O=C(NCc1ccco1)c1ccccc1[N+](=O)[O-]
-1.1% | / | Cc1ccc(CNC(=O)CCNS(=O)(=O)c2cccc3nonc23)cc1
-1.0% | 1.4% | CN1CCN(c2c([N+](=O)[O-])c(=O)n(C)c3ccccc23)CC1
-1.2% | 2.2% | O=c1/c(=C/c2ccccc2Cl)sc2nnc(-c3ccccc3Cl)n12
-3.0% | -3.2% | O=C(O)CSc1nnc(-c2ccncc2)n1CCc1ccccc1
-5.2% | -1.7% | CCOc1cc(OCC)cc(C(=O)Nc2cccc(C(F)(F)F)c2)c1
8.3% | / | c1ccc2c(c1)oc1c(NCC3CCCO3)ncnc12 (configuration not stated)
-3.7% | 4.5% | Cc1ccc(Sc2c(C)nn(C(=O)c3cccnc3)c2C)cc1
-0.3% | -7.2% | Cc1cc(C)n(-c2nc3c(c(=O)n(C)c(=O)n3C)n2Cc2cccc(Br)c2)n1
-1.2% | -8.5% | CCS(=O)(=O)N1CCc2cc(OC)c(OC)cc2C1
1.0% | 0.6% | O=C(NCC1(c2ccccc2)CCCC1)C(c1ccccc1)c1ccccc1
2.5% | / | c1ccc(CNc2ncnc3ccccc23)cc1
1.6% | -3.3% | O=C(NC1CCCC1)C(c1cccnc1)N(C(=O)c1csnn1)C1CC1 (configuration not stated)
-0.3% | 0.3% | O=C(Nc1cccc2c1C(=O)c1ccccc1C2=O)c1ccc(S(=O)(=O)N2CCCCC2)cc1
-1.9% | / | c1ccc(-c2nccc(-c3ccc(-n4cnc5ccccc54)cc3)n2)cc1
-3.1% | -9.3% | CCOc1ccc(NC(=O)CNC(=O)c2ccc(OC)c(OC)c2)cc1
2.5% | 0.3% | CC(c1ccco1)N(C(=O)c1ccc([N+](=O)[O-])cc1)c1ccccn1 (configuration not stated)
-1.6% | -5.0% | COc1cccc(-c2nc(CC(=O)O)cs2)c1OC
